Lung fibro prol: blocks proliferation of human lung fibroblasts; LL 47 human lung fibroblast viability, ATP luminescence; stronger effect = lower value; viability, % at 10 µM; 1.1% of 85,000 active;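 active = viability at or below 50% in the single dose screen; inactive = viability above 50%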;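 also: compound exposure lasted 72 h before the ATP readout; 100% = median luminescence of untreated cell-only wells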
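Material: human lung fibroblast line LL 47, low passage; Evaluation: viability percentage against median untreated-cell control; Buffer or medium: 15% FBS in IMEM; Incubation: 72 h compound exposure at 37 °C after overnight plating; Dosing: 0.1% DMSO in all compound wells; Measured by: CellTiter-Glo luminescence.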
Smad3 FoxH1 inh: blocks human Smad3 binding to FoxH1 peptide. P84022. TR-FRET Smad3/Dy647-FoxH1 peptide binding, europium anti-His. inhibition, % at 25 µM. 0.29% of 88,000 active. AID 630;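 active = compounds that reduce the energy-transfer binding signal between the protein and its labelled peptide by more than half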;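 also: 0% = Smad3 plus labelled peptide maximal FRET and 100% = peptide-only background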
Target sequence (P84022 whole entry, looked up): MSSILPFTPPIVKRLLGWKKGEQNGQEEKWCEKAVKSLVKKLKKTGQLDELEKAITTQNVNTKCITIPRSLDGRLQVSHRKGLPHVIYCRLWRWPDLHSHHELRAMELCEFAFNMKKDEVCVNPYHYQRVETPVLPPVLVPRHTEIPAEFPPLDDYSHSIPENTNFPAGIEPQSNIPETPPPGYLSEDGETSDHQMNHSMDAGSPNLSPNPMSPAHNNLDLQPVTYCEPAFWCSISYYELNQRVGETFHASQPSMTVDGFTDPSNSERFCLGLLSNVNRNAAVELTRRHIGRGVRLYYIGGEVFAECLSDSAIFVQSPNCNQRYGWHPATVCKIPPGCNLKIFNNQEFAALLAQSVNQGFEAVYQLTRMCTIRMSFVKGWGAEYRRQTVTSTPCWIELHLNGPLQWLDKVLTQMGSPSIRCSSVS
ERa SRC1 inh: ER-alpha (human) coactivator binding inhibition; AID 629; P03372; 1.7% of 86,000 active; TR-FRET ER-alpha LBD / SRC-1 peptide, estradiol-bound; inhibition, % at 25.6 µM; in the data active = inhibition above about 50%;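 also: 0% = receptor plus peptide control and 100% = peptide only without receptor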
sEH act: soluble epoxide hydrolase (human) activation; P34913; purified human sEH enzymatic activity, activator screen; activation, % at 2 µM; 0.04% of 91,000 active; in the data active = activation above about 37%; also: values of inactives mirror those of a sister screen read the other way
HUVEC prolif 384: inhibitors of human endothelial cell proliferation. HUVEC proliferation, CellTiter-Glo luminescence, 72 h; stronger effect = lower value. viability, % at 10 µM (by protocol). 1.1% of 86,000 active. AID 648;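 active = viability at or below 30%; inactive = viability above 30%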;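 also: 100% = median luminescence of DMSO-only cell control wells on each plate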
ERb SRC1 inh: blocks coactivator binding to human estrogen receptor beta; Q92731; TR-FRET ER-beta LBD / SRC1-Cy5 peptide binding; receptor agonist-loaded with 1 µM estradiol; inhibition, % at 25.6 µM; 1.3% of 86,000 active; AID 633;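 active = compounds whose percent inhibition of the receptor-coactivator binding signal exceeds about 50% in the single-dose screen, limit read from the data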;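 also: 0% = receptor plus peptide wells without compound and 100% = peptide-only wells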
Target sequence (Q92731 whole entry, looked up, the tested form may be a part): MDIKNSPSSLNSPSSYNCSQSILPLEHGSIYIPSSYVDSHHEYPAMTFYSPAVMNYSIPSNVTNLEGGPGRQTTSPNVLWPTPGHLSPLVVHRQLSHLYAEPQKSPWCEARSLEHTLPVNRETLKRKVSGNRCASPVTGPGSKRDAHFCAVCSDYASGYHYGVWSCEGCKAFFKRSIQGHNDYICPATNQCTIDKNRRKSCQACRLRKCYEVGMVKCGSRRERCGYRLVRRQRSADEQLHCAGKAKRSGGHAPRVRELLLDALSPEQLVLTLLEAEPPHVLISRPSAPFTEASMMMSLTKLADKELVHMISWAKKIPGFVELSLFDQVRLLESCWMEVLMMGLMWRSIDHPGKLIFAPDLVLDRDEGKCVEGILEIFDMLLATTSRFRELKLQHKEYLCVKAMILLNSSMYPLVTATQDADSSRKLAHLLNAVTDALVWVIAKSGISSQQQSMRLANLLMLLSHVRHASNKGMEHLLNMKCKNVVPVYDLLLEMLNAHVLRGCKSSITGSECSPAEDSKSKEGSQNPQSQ
Calb biofilm kill: kills Candida albicans biofilms | 0.14% of 85,000 active | inhibition, % at 6 µM | C. albicans biofilm + clotrimazole, Alamar Blue;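 active = inhibition above 20%; inactive = inhibition below 20%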;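 also: preformed 24 hr biofilms exposed to compound for 48 hr; 0% = biofilm without compound and 100% = blank killed by clotrimazole plus chlorhexidine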
ERa SRC1 pot: ER-alpha (human) coactivator binding potentiation; P03372; TR-FRET ERalpha-LBD/SRC-Cy5 coactivator binding, 2 h; 100 = basal binding, no effect; coactivator binding (% of control), % at 25.6 µM; 1.3% of 86,000 active; AID 639; in the data active = activity above about 200%;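 also: binding measured in presence of low estradiol as agonist stimulus; 0% = peptide alone without receptor and 100% = receptor with peptide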
H69AR inhibit: growth inhibitors of human H69AR lung tumor cells; AID 598; H69AR lung tumor viability, ATP luminescence, 72 h; stronger effect = lower value; viability, % at 10 µM; 6% of 85,000 active;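 active = viability at or below 40%; inactive = viability above 40%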;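 also: multidrug resistant small cell line overexpressing MRP-1 efflux transporter; 100% = mean luminescence of untreated control wells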
An asterisk follows results filed as active; . = no result given; [ ] = remark or other dose. Not all compounds are listed; rates above refer to the full screens.

SMILES | Lung fibro prol | Smad3 FoxH1 inh | ERa SRC1 inh | sEH act | HUVEC prolif 384 | ERb SRC1 inh | Calb biofilm kill | ERa SRC1 pot | H69AR inhibit
Cn1c(SCC(=O)Nc2cccc(F)c2)nnc1-c1cccnc1 | 96 | -1 | 3 | . | 97 | -6 | 2 | 113 | 96
COCCNC(=O)CCn1c(=O)oc2ccccc21 | 101 | 12 | 4[fluorescence artefact?] | -12 | 99 | 3[fluorescence artefact?] | 1 | 122[fluorescence artefact?] | 98
O=C(c1ccc2c(=O)n(-c3ccccc3)c(=O)[nH]c2c1)N1CCCCC1 | 94 | 2 | -10 | -2 | 91 | -15 | 7 | 103[fluorescence artefact?] | 81
CCCCN(c1ccccc1)c1ncnc2nc[nH]c12 | 94 | 2 | -2 | . | 86 | -5 | 10 | 103 | 83
CC1(C)CC(=O)c2cnc(NC(=O)C3CCCC3)nc2C1 | 104 | 3 | 8 | 11 | 91 | 20 | 1 | 107 | 83
Cc1csc(CCc2nc(C)cs2)n1 | 111 | -20 | 8 | 1 | 101 | 8 | 7 | 107 | 91
O=C(Nc1ccc2c(c1)OCCO2)c1ccc(Br)o1 | 95 | -13 | 24[fluorescence artefact?] | -4 | 85 | 28 | 5 | 94[fluorescence artefact?] | 80
CC1C(c2ccccc2)N(C)C(c2ccccc2)CC1(O)c1ccccc1 (stereo not drawn) | 91 | -3 | -8 | -5 | 90 | -4 | 4 | 87 | 47
CCN(CC)C(=O)C1CCCN(C(=O)Nc2ccc(NC(=O)N3CCCC(C(=O)N(CC)CC)C3)cc2)C1 (stereo not drawn) | 105 | 4 | -4 | -13 | 93 | -10 | 6 | 90 | 91
CCOc1ccc2nc(NC(=O)CSc3nc4cccnc4n3C)sc2c1 | 97 | 1 | 28[fluorescence artefact?] | 5 | 68 | 13 | 7 | 182 | 26*
CCc1nnc(NC(=O)CSc2ncnc3c2oc2ccccc23)s1 | 103 | -10 | -18[fluorescence artefact?] | -6 | 105 | 16 | 2 | 238*[fluorescence artefact?] | 100
Cc1ccc(S(=O)(=O)NCCCNC(=O)N2CCOCC2)cc1 | 86 | 8 | -5 | -3 | 95 | -8 | 2 | 100 | 92
CCn1c(SCc2cccc(C)c2)nnc1-c1ccccc1 | 110 | -4 | -5 | -9 | 116 | -3 | 0 | 95 | 91
CCOc1ncccc1C(=O)OCC(=O)c1cc(C)n(Cc2ccco2)c1C | 101 | 3 | 27 | -8 | 99 | 25 | 5 | 91 | 88
COc1ccc(CNC(=O)c2ccc(NC(=O)CC3SC(N4CCCCC4)=NC3=O)cc2)cc1 (stereo not drawn) | 103 | -4 | -1 | -23 | 99 | -4 | -4 | 99[fluorescence artefact?] | 100
COc1cc(S(=O)(=O)NC(C)C)ccc1Cl | 98 | 6 | 65*[fluorescence artefact?] | 6 | 96 | 2 | 7 | 89 | 105
CCOc1ccccc1N(CC(=O)Nc1cccnc1)S(C)(=O)=O | 112 | 17 | 2 | -3 | 101 | -3 | -2 | 114 | 96
Cn1c(=O)c2c(ncn2CC(=O)Nc2ccccc2N2CCOCC2)n(C)c1=O | 98 | -2 | -3 | 12 | 93 | -9 | 7 | 95 | 94
CCOc1cccc(C(=O)Nc2nnc(-c3ccco3)s2)c1 | 93 | -8 | 22 | -4 | 101 | 22[fluorescence artefact?] | 7 | 173 | 98
O=C(NCc1cccnc1)NC1(C(F)(F)F)Oc2ccccc2O1 | 88 | 8 | 3[fluorescence artefact?] | -1 | 69 | -1[fluorescence artefact?] | 3 | 104 | 28*
Cc1cccc(OCC(=O)N2CCC(N3CCOCC3)CC2)c1 | 104 | -5 | 1 | -7 | 102 | -2 | 3 | 115 | 96
CC(=O)OC1CC(C)N(C(=O)c2ccccc2)c2ccc(C)cc21 (stereo not drawn) | 98 | -7 | 6 | 1 | 96 | 9 | 4 | 120 | 82
CCOC(=O)C1=C(C)NC(=O)NC1C (stereo not drawn) | 96 | 3 | -6 | -10 | 89 | 3 | 3 | 106 | 87
CC12CCC(=O)N1c1c(sc3nc(N4CCOCC4)c4c(c13)CCCC4)C(=O)N2 (stereo not drawn) | 94 | 1 | -13[fluorescence artefact?] | -2 | 85 | -10[fluorescence artefact?] | 0 | 87 | 81
O=C(Nc1cccc(-c2nc3ccccc3[nH]2)c1)c1cccc(NC(=O)c2ccco2)c1 | 13* | -5 | 70*[fluorescence artefact?] | . | 1.9* | 68*[fluorescence artefact?] | 2 | 193[fluorescence artefact?] | 1.2*

The last three entries of the part before open the next one.
SMILES | Lung fibro prol | Smad3 FoxH1 inh | ERa SRC1 inh | sEH act | HUVEC prolif 384 | ERb SRC1 inh | Calb biofilm kill | ERa SRC1 pot | H69AR inhibit
CCOC(=O)C1=C(C)NC(=O)NC1C (stereo not drawn) | 96 | 3 | -6 | -10 | 89 | 3 | 3 | 106 | 87
CC12CCC(=O)N1c1c(sc3nc(N4CCOCC4)c4c(c13)CCCC4)C(=O)N2 (stereo not drawn) | 94 | 1 | -13[fluorescence artefact?] | -2 | 85 | -10[fluorescence artefact?] | 0 | 87 | 81
O=C(Nc1cccc(-c2nc3ccccc3[nH]2)c1)c1cccc(NC(=O)c2ccco2)c1 | 13* | -5 | 70*[fluorescence artefact?] | . | 1.9* | 68*[fluorescence artefact?] | 2 | 193[fluorescence artefact?] | 1.2*
COc1ccc(NC(=O)CSc2nnc(Cn3nnc4ccccc43)n2C)cc1 | 106 | 5 | 1[fluorescence artefact?] | 8 | 82 | 9 | -2 | 94 | 72
CCn1c(SCC(=O)Nc2ccccc2OC)nnc1-c1cnccn1 | 93 | 2 | 14 | 3 | 90 | 4[fluorescence artefact?] | 3 | 116 | 53
CC(=O)C1=C(O)C(=O)N(Cc2ccccc2)C1c1ccco1 (stereo not drawn) | 104 | 5 | 45[fluorescence artefact?] | . | 102 | 46 | 5 | 89[fluorescence artefact?] | 106
c1ccc(N2CCOCC2)c(Nc2nc3ccccc3n3cnnc23)c1 | 94 | 12 | -3[fluorescence artefact?] | . | 82 | 5[fluorescence artefact?] | 13 | 83 | 47
Cc1ccc(S(=O)(=O)NC2(C(=O)O)CCCCC2)cc1 | 115 | 7 | -2 | 3 | 100 | -5 | 3 | 88 | 109
C=CCSc1nc2nc(C)cc(C)n2n1 | . | 2 | -2 | . | 98 | -5 | 0 | 98 | 100
O=C(CN1CCN(c2cccc(Cl)c2)CC1)N1CCCC1 | 98 | 0 | -3 | -4 | 95 | -4[fluorescence artefact?] | 1 | 91 | 73
CCOC(=O)c1cnc(Nc2ccc(OCC)cc2)nc1C | 106 | 6 | -4 | . | 115 | -6 | 7 | 117 | 80
CC1(C)CC(=O)C2=C(C1)NC(Nc1nc3ccccc3o1)=NC21CCCC1 | 84 | 0 | 11[fluorescence artefact?] | -5 | 74 | 6[fluorescence artefact?] | 10 | 145[fluorescence artefact?] | 42
Cc1cc(C)cc(-n2nnc(C(=O)NCc3ccc4c(c3)OCO4)c2N)c1 | 107 | 4 | 1 | -3 | 99 | 5 | 4 | 102 | 90
C#CCn1c(=NC(=O)CN2C(=O)CCC2=O)sc2cccc(C)c21 | 92 | 1 | 8 | . | 99 | -22 | 3 | 116 | 88
O=C(Nc1ccccc1)NC1CC2CCC(C1)N2Cc1nnnn1Cc1ccc2c(c1)OCO2 (stereo not drawn) | 108 | -8 | -6 | -68 | 90 | -10 | -1 | 106 | 76
N/C(=N\OC(=O)c1ccco1)c1ccc(Br)cc1 | 104 | 6 | -5 | 10 | 91 | -11 | 5 | 123 | 89
COC(=O)c1ccccc1NC(=O)CSc1nc(N)cc(N)n1 | 87 | 2 | -3 | . | 102 | 3 | 8 | 100 | 49
CCOc1ccccc1OCC(=O)Nc1ccc(S(=O)(=O)Nc2ncccn2)cc1 | 95 | -1 | -9 | -4 | 85 | -5 | 2 | 155 | 88
O=C(c1ccccn1)N(Cc1ccco1)C1(C(=O)NC2CCCCC2)CCCCC1 | 86 | 5 | -7 | 27 | 110 | -10 | -7 | 102 | 101
CCOc1cc(/C=N/O)cc(Br)c1OCC | 97 | 0 | 2 | 8 | 78 | -4[fluorescence artefact?] | 7 | 113 | 67
Cc1cccc(NC(=O)Nc2cccc(F)c2)n1 | 102 | 1 | 1 | -14 | 74 | -2 | . | 129 | 93
CCCCc1nnc(NC(=O)CC(=O)Nc2ccccc2C(=O)O)s1 | 95 | -2 | -6 | 4 | 95 | -5 | 6 | 99 | 100
COCCn1cc(C(=O)N2CCN(C)CC2)c2c3ccccc3n(C)c2c1=O | 100 | -2 | -12 | -9 | 97 | -6[fluorescence artefact?] | 9 | 102 | 74
CC1(C)CC(=O)C2=C(C1)OC(N)=C(C#N)C21C(=O)N2CCCc3cccc1c32 (stereo not drawn) | 100 | -7 | -5 | -1 | 108 | -3 | 2 | 103 | 91
O=S(=O)(c1ccc(F)cc1)N1CCN(CC(O)COCc2cccs2)CC1 (stereo not drawn) | 93 | -2 | -10 | . | 89 | -9 | -1 | 120 | 93
CC(C)c1ccc(-c2c(C#N)c(N)nc3c2CCCCC3)cc1 | 97 | 11 | -3[fluorescence artefact?] | -10 | 88 | 3[fluorescence artefact?] | 4 | 109 | 89
Cc1ccc(CSc2nc3ncccc3[nH]2)cc1 | 96 | -5 | 11 | -8 | 97 | -1 | 4 | 105 | 98
O=C(NCC(=O)N(c1ccc(F)cc1)C(C(=O)NCC1CCCO1)c1ccccc1)c1ccco1 (stereo not drawn) | 100 | 4 | -11 | 3 | 96 | -7 | 6 | 101 | 106

Continuation:
SMILES | Lung fibro prol | Smad3 FoxH1 inh | ERa SRC1 inh | sEH act | HUVEC prolif 384 | ERb SRC1 inh | Calb biofilm kill | ERa SRC1 pot | H69AR inhibit
O=C(O)c1c(NC(=O)c2cccc3ccccc23)sc2c1CCC2 | 100 | 3 | 0 | 5 | 86 | -2 | 16 | 95 | 92
COc1ccc(N2CCN(Cc3nc4c(c(=O)[nH]c(=O)n4C)n3CC(C)=O)CC2)cc1 | 101 | -14 | 2[fluorescence artefact?] | -6 | 94 | 9[fluorescence artefact?] | 14 | 79 | 95
Cc1cccc(C)c1Nc1nnc(SCc2cc([N+](=O)[O-])cc3c2OCOC3)s1 | 99 | 10 | 4 | 5 | 89 | -5 | 8 | 96 | 82
Cc1ccc2c(CSc3nc4nc(C)cc(C)n4n3)cc(=O)oc2c1 | 99 | 2 | 9 | 0 | 104 | 12[fluorescence artefact?] | 13 | 78 | 85
CCOc1ccc(N(CC(=O)NCc2cccs2)S(=O)(=O)c2c(C)noc2C)cc1 | 95 | -8 | -2 | -3 | 92 | -3[fluorescence artefact?] | 4 | 127 | 77
O=C(CN1CCN(Cc2ccccc2Cl)C1=O)NC1CCCCCCC1 | 93 | 5 | 2 | -27 | 112 | 10 | 6 | 94 | 87
CCOC(=O)C1=C(Cc2ccc(F)cc2)C(=O)c2ccccc2C1=O | 87 | 5 | 25 | -5 | 6.5* | 10 | 0 | 84 | 0.8*
NC(=O)C1CCN(C(=O)c2cc3n(n2)C(C(F)(F)F)CC(c2ccco2)N3)CC1 (stereo not drawn) | 97 | 14 | 3 | 1 | 87 | 1 | -1 | 85 | 97
CC(C)C(c1nnnn1Cc1cccs1)N1CCN(c2ccccc2)CC1 (stereo not drawn) | 92 | -2 | 0[fluorescence artefact?] | 18 | 92 | 2[fluorescence artefact?] | 6 | 111 | 94
N=c1n(Cc2ccccc2)c2ccccc2n1CC(O)COc1ccccc1 (stereo not drawn) | 57 | 10 | 0 | . | 98 | -1 | 7 | 92 | 15*
Cn1nc(C(=O)Nc2ccc(S(=O)(=O)N3CCCCC3)cc2)ccc1=O | 95 | -7 | 14 | -14 | 85 | 16[fluorescence artefact?] | 9 | 84[fluorescence artefact?] | 95
CCN(CC(=O)NCc1ccc(F)cc1)CC(O)COCc1cccc(OC)c1 (stereo not drawn) | . | 3 | -7 | -17 | 81 | -1 | 9 | 117 | 79
